Bioassay records deposited in PubChem by NMMLSC.
AGP1-GFP MLPCN = modulators of AGP1-GFP expression in yeast TOR pathway, primary screen, cell-based, multiplex flow cytometry, S. cerevisiae, MLPCN library; 3 h; GFP as percent of DMSO wells; GFP response vs DMSO, % at 10 µM; 0.02% of 320,000 active; AID 2066, 2009;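 active = GFP response relative to DMSO above a set limit, near screen average plus 3 SD, cut at about 150% in these data; inconclusive = fewer than 70 cells counted for the yeast strain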;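 note: median GFP channel fluorescence of the gated AGP1 strain per well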
CIT2-GFP yeast = modulators of CIT2-GFP expression in yeast, primary screen, S. cerevisiae, GFP fusion, multiplex flow cytometry, MLPCN library; S. cerevisiae CIT2-GFP strain, 3 h; 100 means same as DMSO wells; GFP response vs DMSO, % at 10 µM; 0.065% of 320,000 active; AID 2029, 2009;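 active = GFP response relative to DMSO above a set limit, near the screen mean plus 3 SD, cut at about 150% in these data; inconclusive = Fewer than 70 cells measured for a yeast strain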;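 note: ratio of well median GFP fluorescence to mean of DMSO wells on the plate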
VLA-4 inh = inhibition in human VLA-4 binding assay, primary screen, VLA-4 allosteric modulator project, MLPCN library, flow cytometry, VLA-4 expressing cells; inhibition, % (about 7 µM as worked out from the volumes in the protocol); ligand binding flow cytometry; 0.2% of 330,000 active; Integrin alpha-4 (Homo sapiens), P13612; AID 2557, 2010; in the data active = inhibition above about 50%
Target sequence (P13612 whole entry, looked up): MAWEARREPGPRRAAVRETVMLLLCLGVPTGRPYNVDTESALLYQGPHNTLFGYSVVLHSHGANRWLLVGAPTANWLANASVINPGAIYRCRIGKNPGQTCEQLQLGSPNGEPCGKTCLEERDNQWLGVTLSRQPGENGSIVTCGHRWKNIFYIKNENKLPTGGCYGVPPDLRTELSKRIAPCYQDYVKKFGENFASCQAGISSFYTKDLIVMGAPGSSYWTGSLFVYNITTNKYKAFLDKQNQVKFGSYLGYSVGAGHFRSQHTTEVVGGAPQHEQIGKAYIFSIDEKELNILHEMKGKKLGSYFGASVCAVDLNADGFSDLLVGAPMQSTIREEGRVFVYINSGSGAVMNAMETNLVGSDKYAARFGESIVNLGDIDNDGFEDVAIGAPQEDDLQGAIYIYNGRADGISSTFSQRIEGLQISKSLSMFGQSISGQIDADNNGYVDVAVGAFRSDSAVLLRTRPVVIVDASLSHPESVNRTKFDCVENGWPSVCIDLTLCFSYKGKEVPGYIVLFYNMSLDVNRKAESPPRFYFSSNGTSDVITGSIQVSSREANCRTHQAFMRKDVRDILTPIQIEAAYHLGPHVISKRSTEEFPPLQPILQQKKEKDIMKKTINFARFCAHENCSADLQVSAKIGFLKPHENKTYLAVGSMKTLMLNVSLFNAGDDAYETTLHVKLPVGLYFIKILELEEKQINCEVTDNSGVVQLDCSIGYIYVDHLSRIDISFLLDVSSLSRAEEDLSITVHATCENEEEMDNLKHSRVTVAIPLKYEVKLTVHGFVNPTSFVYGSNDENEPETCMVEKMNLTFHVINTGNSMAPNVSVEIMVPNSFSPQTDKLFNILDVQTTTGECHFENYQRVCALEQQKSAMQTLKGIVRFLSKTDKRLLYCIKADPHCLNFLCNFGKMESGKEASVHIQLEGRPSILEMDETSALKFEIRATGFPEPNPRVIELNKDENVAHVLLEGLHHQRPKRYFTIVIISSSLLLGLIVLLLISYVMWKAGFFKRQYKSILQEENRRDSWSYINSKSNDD
LAP4-GFP MLPCN = modulators of LAP4-GFP expression in yeast, primary screen, S. cerevisiae, multiplex flow cytometry, MLPCN library; 3 h; median GFP as percent of DMSO wells; GFP response vs DMSO, % at 10 µM; 0.34% of 320,000 active;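 active = GFP response vs DMSO above a set limit, about the screen mean plus 3 SD, cut at about 150% in these data; inconclusive = under 70 cell events counted for the yeast strain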
Yeast superoxide = reduction of superoxide in aged yeast, primary screen, HTS | 0.18% of 330,000 active | superoxide response (% of plate mean), % at 10 µM | S. cerevisiae aged cells, superoxide DHE fluorescence; hits give low values | AID 2690, 2010;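 active = superoxide response under a set limit, about three screen SD below normal, cut at about 65% in these data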;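 note: yeast aged for seven days with compound at 30 °C before DHE staining; 100% = average MFI of all compound-treated wells on the plate with controls excluded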
GRK2 inh = compounds blocking aptamer binding on GRK2 – biochemical, human GRK2, bead flow cytometry, HTS, primary screen | AID 488847, 2010 | FAM-aptamer displacement from GRK2 | Beta-adrenergic receptor kinase 1 (Homo sapiens), P25098 | inhibition of aptamer binding, % at 10 µM | 0.59% of 330,000 active;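 active = inhibition of aptamer binding above 40%, roughly 3 SD of noise, on plates passing a quality check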;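 note: median bead fluorescence of bound FAM aptamer so fluorescent compounds give negative values; no value below 0 was filed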
MEP2-GFP yeast = modulators of MEP2-GFP levels in yeast, primary screen, S. cerevisiae, multiplex flow cytometry, MLPCN library; S. cerevisiae MEP2-GFP strain, 3 h; 100% = DMSO control level; AID 2016, 2009; GFP response vs DMSO, % at 10 µM; 0.51% of 330,000 active;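 active = GFP response versus DMSO above a set limit, roughly screen mean plus 3 SD, cut at about 180% in these data; inconclusive = fewer than 70 cells counted for a yeast strain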;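 note: median GFP fluorescence of the barcode-gated MEP2-GFP cells per well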
RPL19A-GFP yeast = RPL19A-GFP expression modulators in yeast, primary screen, cell-based, S. cerevisiae, multiplex flow cytometry, MLPCN. S. cerevisiae RPL19A-GFP strain, 3 h; hits give low values. percent response vs DMSO, % at 10 µM. 0.3% of 330,000 active. AID 2025, 2009;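 active = percent response vs DMSO below 50%; inconclusive = fewer than 70 events counted for the yeast strain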;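 note: median channel GFP fluorescence of the barcoded RPL19A-GFP strain; ratio of sample median GFP to plate DMSO average so 100% = DMSO; lower means less RPL19A-GFP as with rapamycin TOR inhibition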
An asterisk follows results filed as active; ? = inconclusive; · = no result given.

Preview:
SMILES | AGP1-GFP MLPCN | CIT2-GFP yeast | VLA-4 inh | LAP4-GFP MLPCN | Yeast superoxide | GRK2 inh | MEP2-GFP yeast | RPL19A-GFP yeast
COc1ccccc1OCCNC(=O)c1cccc(S(=O)(=O)N2CCN(C)CC2)c1 | 102 | 102 | -8 | 94 | 95 | 0 | 98 | 100
O=C1OC(c2ccccc2)C2(CCCC2)C(=O)C12CCCC2 (stereo not drawn) | 90 | 108 | -10 | 100 | 95 | 0 | 95 | 101
O=C(N=Nc1c(O)[nH]c2ccc([N+](=O)[O-])cc12)c1ccccc1[N+](=O)[O-] | 101 | 94 | -2 | 104 | 127 | 0 | 106 | 98
CCOC(=O)c1oc2ccc(Br)cc2c1NC(=O)CN1CCN(C)CC1 | · | 101 | 28 | 111 | 97 | 0 | 101 | 103
Cc1nn(Cc2ccccc2)c(C)c1C(=O)NCCN1C(=O)S/C(=C\c2ccc(F)cc2)C1=O | 112 | 110 | -16 | 108 | 96 | 1 | 114 | 110
CC1CCC(NC(=O)COC(=O)c2ccc3ncsc3c2)CC1 (stereo not drawn) | 95 | 94 | -18 | 95 | 136 | 0 | 100 | 102

All compounds of this part, previewed entries included:
SMILES | AGP1-GFP MLPCN | CIT2-GFP yeast | VLA-4 inh | LAP4-GFP MLPCN | Yeast superoxide | GRK2 inh | MEP2-GFP yeast | RPL19A-GFP yeast
COc1ccccc1OCCNC(=O)c1cccc(S(=O)(=O)N2CCN(C)CC2)c1 | 102 | 102 | -8 | 94 | 95 | 0 | 98 | 100
O=C1OC(c2ccccc2)C2(CCCC2)C(=O)C12CCCC2 (stereo not drawn) | 90 | 108 | -10 | 100 | 95 | 0 | 95 | 101
O=C(N=Nc1c(O)[nH]c2ccc([N+](=O)[O-])cc12)c1ccccc1[N+](=O)[O-] | 101 | 94 | -2 | 104 | 127 | 0 | 106 | 98
CCOC(=O)c1oc2ccc(Br)cc2c1NC(=O)CN1CCN(C)CC1 | · | 101 | 28 | 111 | 97 | 0 | 101 | 103
Cc1nn(Cc2ccccc2)c(C)c1C(=O)NCCN1C(=O)S/C(=C\c2ccc(F)cc2)C1=O | 112 | 110 | -16 | 108 | 96 | 1 | 114 | 110
CC1CCC(NC(=O)COC(=O)c2ccc3ncsc3c2)CC1 (stereo not drawn) | 95 | 94 | -18 | 95 | 136 | 0 | 100 | 102
Cc1cc(OCC(=O)NCC(c2cccs2)N2CCOCC2)ccc1C(C)C (stereo not drawn) | 95 | 91 | 33 | 91 | 100 | 2 | 99 | 95
Cc1[nH]c(=S)c(C#N)c(C)c1CCC#N | 108 | 101 | 8 | 109 | 105 | 0 | 106 | 104
CCOC(=O)CSc1ccc(S(=O)(=O)N(CC)CC)cc1[N+](=O)[O-] | ? | ? | 3 | ? | 114 | 0 | ? | ?
COc1cc(NS(=O)(=O)c2ccc(N/C=C\C(=O)c3ccc(C)cc3)cc2)nc(OC)n1 | 88 | 95 | 3 | 87 | 103 | 0 | 92 | 89
COc1ccc2cc(C(=O)NCCO)sc(=O)c2c1OC | 107 | 103 | 1 | 103 | 81 | 1 | 103 | 101
O=C(Nc1ccccc1)OC1C2CCC1C(N1CCCCC1)CC2 (stereo not drawn) | 106 | 108 | -1 | 101 | 80 | 0 | 105 | 96
O=C(COC(=O)/C=C/c1ccc(F)cc1)NC1CC1 | 92 | 90 | 1 | 94 | 129 | 3 | 92 | 98
O=C(CCN=C1NS(=O)(=O)c2ccccc21)OCc1nnc(-c2ccccc2)o1 | 105 | 90 | 3 | 103 | 79 | 0 | 100 | 93
COc1ccc(S(=O)(=O)N2CCC(NC(=O)c3cccc(F)c3)CC2)cc1 | 102 | 104 | 3 | 97 | 117 | 0 | 106 | 106
CN1c2ccccc2C(C)(C)C12CC(c1cccc(S(=O)(=O)N3CCCC3)c1)=NO2 (stereo not drawn) | 95 | 94 | 5 | 86 | 118 | 5 | 94 | 100
Cc1csc(SCC(=O)NC(=O)NC(C)C)n1 | 98 | 90 | 13 | 108 | 83 | 1 | 99 | 101
Cc1nn(C)c(Cl)c1CN1CCN(C2CCCC2)C(CCO)C1 (stereo not drawn) | 98 | 107 | 1 | 100 | 115 | 0 | 109 | 97
CCc1cccc(CC)c1NC(=O)C[n+]1cccc(C(N)=O)c1 | 103 | 98 | 5 | 102 | 100 | 0 | 99 | 100
CCCCC12CN3CC(C)(CN(C1)C31C(=O)N(C)c3ccc(C)cc31)C2=O (stereo not drawn) | 92 | 97 | 9 | 99 | 92 | 0 | 94 | 94
COc1ccc(S(=O)(=O)Nc2cccc(-c3ccc4nncn4n3)c2)cc1 | 76 | 59 | 2 | 100 | 102 | 1 | 98 | 99
O=C(CCN1CCCCCC1)Nc1ccc(F)cc1 | 100 | · | 4 | 88 | 93 | 0 | 95 | 100
O=c1cc(-c2ccccc2)oc2cc(O)cc(O)c12 | 91 | 84 | 2 | 97 | 82 | 0 | 102 | 93
NNC(=O)CCc1ccc(S(=O)(=O)N2CCOCC2)cc1 | 102 | 103 | -3 | 104 | 97 | 6 | 99 | 97
Nn1c(SCC(=O)N2CCOCC2)nnc1C1CC1 | 101 | 113 | 1 | 105 | 83 | 3 | 110 | 113
CC(C)CCNC(=O)C1CCN(Cc2cccc(OCc3ccccc3)c2)CC1 | 103 | 100 | 19 | 99 | 99 | 0 | 101 | 101
CC(=O)c1cc(C#N)c(SCC(=O)OC(C)(C)C)nc1C | 93 | 94 | -2 | 93 | 97 | 0 | 98 | 97
COc1ccc(S(=O)(=O)Cc2ccc(C(=O)NC(C)C)o2)cc1 | 107 | 97 | 16 | 106 | 108 | 0 | 101 | 100
Cn1nc(C(=O)N2CCC(C(N)=O)CC2)c2c1-c1ccccc1SC2 | 104 | 96 | -1 | 109 | 117 | 4 | 107 | 102
COc1cc(C(=O)N=C2SC3CS(=O)(=O)CC3N2c2ccccc2)cc(OC)c1OC (stereo not drawn) | 93 | 90 | 7 | 85 | 129 | 0 | 91 | 95
CCC(CO)Oc1cc(NCc2ccc(C(F)(F)F)cc2)c2ncn(C(C)C)c2c1 (stereo not drawn) | 102 | 98 | 1 | 93 | 92 | 0 | 89 | 99
O=C(CSc1nnc(CNc2ccc(F)cc2)n1Cc1ccco1)NC1CC1 | 92 | 89 | -4 | 95 | 93 | 0 | 98 | 91
CC(=O)NC1CC2CCCC(C1)N2CC(=O)NCc1ccc(F)cc1 (stereo not drawn) | · | 99 | 17 | 106 | 104 | 1 | 101 | 99
Cc1ccc(NC(=O)CCCn2c(=S)[nH]c3ccsc3c2=O)cc1C | 98 | 103 | 4 | 97 | 96 | 0 | 102 | 97
CN1CCN(CCC(=O)N/N=C/C=C2\N(C)c3ccccc3C2(C)C)CC1 | 105 | 104 | -94 | 106 | 97 | 0 | 100 | 99
O=C(O)c1ccccc1Nc1cccc(OCc2ccc3ccccc3n2)c1 | 82 | 75 | 3 | 101 | 105 | 0 | 97 | 99
COc1ccc(CCNC(=O)CSc2ncnc3c2oc2ccccc23)cc1OC | 102 | 91 | 18 | 97 | 102 | 0 | 103 | 96
CSCCC(NC(=O)c1ccc(Cl)cc1Cl)C(=O)NNC(=O)c1ccncc1 (stereo not drawn) | 97 | 87 | 13 | 100 | 85 | 0 | 94 | 96
CC(C)Cc1nc(SCC(=O)N2CCOCC2)c2c(=O)n(C)c(=O)n(C)c2n1 | 98 | 101 | 7 | 90 | 90 | 7 | 99 | 99
COc1ccc(N2CCN(Cc3nc(N)nc(Nc4ccccc4OC)n3)CC2)cc1 | 100 | 101 | 3 | 104 | 109 | 0 | 95 | 99
CCCCSc1nc(C)cc(NC(=S)Nc2ccc(OC)cc2)n1 | 100 | 106 | -1 | 100 | 97 | 2 | 99 | 101
COC(=O)c1cc(Cc2ccc(N)c(C(=O)OC)c2)ccc1N | 93 | 90 | -5 | 100 | 103 | 2 | 94 | 94
CC(=O)Nc1ccc(NC(=O)C(C)c2cccc(C(=O)c3ccccc3)c2)cc1 (stereo not drawn) | 99 | 100 | 13 | 96 | 112 | 6 | 101 | 99
CCCn1nc(C(=O)Nc2cc(S(=O)(=O)Nc3ccc(OC)cc3)ccc2O)c2ccccc2c1=O | 104 | 108 | 4 | 90 | 96 | 0 | 105 | 102
CSc1ccccc1NC(=O)CN(C)Cc1ccc(Br)cc1 | 106 | 103 | -5 | 96 | 95 | 0 | 113 | 105
CCOc1ccccc1NC(=O)NNS(=O)(=O)c1cc(C)ccc1C | 89 | 82 | -6 | 80 | 101 | 0 | 100 | 111
COc1cc(/C=N/NC(=O)CN(Cc2ccco2)S(=O)(=O)c2ccccc2)ccc1O | 107 | 124 | 19 | 82 | 88 | 0 | 111 | 110
Cc1cccc(S(=O)(=O)Nc2nc3ccccc3nc2Nc2cccc(C(=O)O)c2)c1 | 108 | 107 | 0 | 99 | 133 | 6 | 110 | 105
O=C(Nc1cccc(S(=O)(=O)NC2=NCCCCC2)c1)C1COc2ccccc2O1 (stereo not drawn) | 88 | 98 | -4 | 95 | 122 | 5 | 97 | 95
CCCn1c(C)cc(C(=O)COC(=O)c2nccnc2N)c1C | 90 | 80 | -9 | 104 | 108 | 0 | 105 | 107
Oc1ccccc1N1CCN(c2ncccn2)CC1 | 98 | 86 | 1 | 110 | 96 | 0 | 93 | 93
FC(F)(F)c1nc2ccccc2[nH]1 | 104 | 91 | 5 | 110 | 98 | 0 | 101 | 106
CCn1c(SCC(=O)O)nnc1-c1cc2c(C)nn(-c3ccccc3)c2s1 | 100 | 100 | -8 | 98 | 94 | 0 | 96 | 95
O=C(Cc1ccccc1[N+](=O)[O-])Nc1ccccc1C(=O)N1CCOCC1 | 97 | 95 | -2 | 100 | 109 | 0 | 100 | 104
Cn1c(SCc2n[nH]c(=S)n2-c2ccccc2)nnc1-c1ccccc1 | 107 | 110 | 14 | 94 | 96 | 0 | 103 | 108

Full records, quoted from the list:
Shown for `Cn1c(SCc2n[nH]c(=S)n2-c2ccccc2)nnc1-c1ccccc1` = AGP1-GFP MLPCN: 107; CIT2-GFP yeast: 110; VLA-4 inh: 14; LAP4-GFP MLPCN: 94; Yeast superoxide: 96; GRK2 inh: 0; MEP2-GFP yeast: 103; RPL19A-GFP yeast: 108
Shown for `CCn1c(SCC(=O)O)nnc1-c1cc2c(C)nn(-c3ccccc3)c2s1` = AGP1-GFP MLPCN: 100; CIT2-GFP yeast: 100; VLA-4 inh: -8; LAP4-GFP MLPCN: 98; Yeast superoxide: 94; GRK2 inh: 0; MEP2-GFP yeast: 96; RPL19A-GFP yeast: 95
